Screening data as filed in PubChem.
HSF1 inh – HSF1 inhibition; 300,000 tested, 0.77% active; NIH3T3-HGL HSE-luciferase, MG132-induced, luminescence 8 h; hits give low values; activity change, negative = inhibition, % at 7.5 µM (by protocol);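 active means more than half of replicate wells show activity change below -50%, luminescence cut by over half; inconclusive means some wells, but at most half, below -50%; inactive means no replicate well below -50%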;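 further: luciferase reports HSF-1 transcriptional activity via heat shock element; 0% = median of DMSO wells and -100% = zero luminescence signal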
HSF-1 act – increases HSF-1 driven luciferase reporter signal. NIH3T3-HGL HSF-1 luciferase reporter, MG132, 8 h; 100% = twice DMSO control signal. activation, % at 9 µM. 300,000 tested, 1.7% active;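 active means mean replicate activation of at least 50% with a set share of replicates each reaching 50%; inconclusive means only one of those two conditions met; inactive means mean below 50% and too few replicates reaching it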;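 further: 0% = median of the neutral control wells and 100% = twice that signal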
PolyA inhibitor – blocks polyadenylation in yeast reporter cells | S. cerevisiae SKY197-pL101 polyadenylation reporter, beta-gal luminescence; efflux-impaired pdr1/pdr3 knockout yeast; score 100 = 6 SD above DMSO | calls only at 12 µM | 300,000 tested, 0.02% active | AID 1875;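 active means lowest replicate activity score at least 50, where 100 means six control SD above control mean; inconclusive means lowest score under 50 but half or more replicates reach 50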;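 further: yeast exposed to compound for 9 h at 30 °C; higher score means more reporter readthrough which indicates perturbed polyadenylation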
HSP90 refold inh – blocks HSP90-mediated luciferase refolding in reticulocyte lysate. inhibition, % at 5.6 µM. 290,000 tested, 0.91% active. Rabbit reticulocyte lysate, luciferase refolding luminescence, 3 h;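 active means inhibition above the screen-wide mean plus 3 SD, computed separately per campaign, cut at about 16% in these data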;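 further: 0% = DMSO wells and 100% = 60 µM geldanamycin wells; inhibitors lower the luminescence because luciferase stays unfolded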
HDAC3 inhib – human HDAC3 inhibition | inhibition, % at 8.3 µM | recombinant HDAC3, fluorogenic peptide/trypsin coupled, fluorescence | 320,000 tested, 0.15% active; in the data active means inhibition above about 26%, passing the limit was not always enough; inconclusive means no clear call, values can overlap the other calls
Target sequence (O15379 whole entry, looked up): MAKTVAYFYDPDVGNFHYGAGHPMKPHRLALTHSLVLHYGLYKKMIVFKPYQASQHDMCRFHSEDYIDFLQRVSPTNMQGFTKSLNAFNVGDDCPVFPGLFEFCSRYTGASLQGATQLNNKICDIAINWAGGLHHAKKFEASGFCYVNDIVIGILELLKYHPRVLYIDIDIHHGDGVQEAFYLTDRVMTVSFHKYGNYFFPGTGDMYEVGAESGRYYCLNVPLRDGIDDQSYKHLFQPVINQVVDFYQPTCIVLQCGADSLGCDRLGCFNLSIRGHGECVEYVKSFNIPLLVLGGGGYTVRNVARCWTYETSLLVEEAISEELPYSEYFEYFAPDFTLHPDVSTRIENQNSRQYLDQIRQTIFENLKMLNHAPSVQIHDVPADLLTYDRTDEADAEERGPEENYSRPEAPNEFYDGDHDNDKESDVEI
Platelet DG rel – modulates dense granule release in human platelets. human platelet-rich plasma, SFLLRN dense granule ATP release, luminescence. inhibition, %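 (compounds screened at 7.5 µM in platelet-rich plasma)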. 300,000 tested, 0.22% active;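 active means mean replicate score, as percent of positive control, at or above 50; inconclusive means mean below 50 but at least one replicate at or above 50; inactive means mean and every replicate below 50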
DYRK1A inh – inhibitors of rat Dyrk1A kinase | ADP-Glo luminescence, NFATc1 peptide | inhibition, % at 12.5 µM | AID 504441 | 310,000 tested, 0.43% active; in the data active means inhibition above about 50%;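 further: plate controls were vehicle with enzyme for no effect and no enzyme for full effect; many of its hits are not listed in these tables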
GSK3A inh – inhibitors of human GSK-3 alpha kinase; P49840; ADP-Glo luminescence, 60 min; inhibition, % at 10 µM; 320,000 tested, 0.1% active;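 in the data active means inhibition above about 50%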;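 further: GST-tagged GSK-3 alpha with peptide substrate and 25 µM ATP; 0% = DMSO neutral wells and 100% = GW8510 positive control wells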
Target sequence (P49840 whole entry, looked up): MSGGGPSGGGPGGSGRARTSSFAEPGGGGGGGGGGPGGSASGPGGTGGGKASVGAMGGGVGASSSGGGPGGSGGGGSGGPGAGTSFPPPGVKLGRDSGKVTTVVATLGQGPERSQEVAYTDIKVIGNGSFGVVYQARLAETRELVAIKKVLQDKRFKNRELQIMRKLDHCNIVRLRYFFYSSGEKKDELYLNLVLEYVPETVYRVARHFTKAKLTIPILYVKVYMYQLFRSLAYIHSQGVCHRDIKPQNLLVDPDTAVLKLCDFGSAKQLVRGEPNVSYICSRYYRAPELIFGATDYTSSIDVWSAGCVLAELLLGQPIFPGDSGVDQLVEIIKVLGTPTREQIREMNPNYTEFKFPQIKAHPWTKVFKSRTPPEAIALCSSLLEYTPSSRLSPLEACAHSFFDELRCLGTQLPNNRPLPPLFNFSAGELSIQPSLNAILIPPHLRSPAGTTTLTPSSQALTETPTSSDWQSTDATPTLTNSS
AI-2 QS mod – modulates the Vibrio harveyi AI-2 quorum sensing system; Vibrio harveyi JMH597 AI-2 luminescence/OD600 ratio, 9 h; hits give low values; strain lacks LuxN and CqsS sensors; 0 = neutral-control median; activity change, % at 7.5 µM; 300,000 tested, 0.4% active; in the data active means activity change below about -75%, passing the limit was not always enough; inconclusive means no clear call, values can overlap the other calls;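 further: luminescence divided by OD600 gain over 9 h not by final OD600 alone; inactives centre near 13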
GSK3beta inhib – inhibitors of human GSK3beta kinase. P49841. GST-GSK3beta kinase, ADP-Glo luminescence, 60 min; hits give low values. activity score (negative = inhibition), % at 10 µM. 300,000 tested, 0.038% active;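 active means more than half of replicate wells score below -50%, meaning over 50% inhibition versus plate controls; inconclusive means some replicates but at most half score below -50%; inactive means no replicate scores below -50%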;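 further: 0% = median DMSO wells and -100% = median GW8510 positive control wells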
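Test system: GST-fused GSK3beta enzyme, cell-free | Quantity: 1.6 ng GST-GSK3beta enzyme per well | Reagent: 25 µM ATP with peptide substrate | Schedule: 60 min enzyme reaction, room temperature | Signal: Luminescent ADP-Glo measurement of ADP formed | Read-out basis: Score relative to plate controls | Control set: DMSO and 20 µM GW8510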
* marks the source's active call; other numbers are inactive results; i = inactive; u = inconclusive; x = no result given. Some of the compounds tested; the hit share may differ from the screen's.

Start of the data: the first 2 compounds as a preview:
SMILES	HSF1 inh	HSF-1 act	PolyA inhibitor	HSP90 refold inh	HDAC3 inhib	Platelet DG rel	DYRK1A inh	GSK3A inh	AI-2 QS mod	GSK3beta inhib
Cn1cccc1C(=O)C(=O)Nc1ccccc1C(F)(F)F	31.8	u	i	-0.7	3.0	-5.8	-0.2	2.1	0.1	2.1
CN(CCCOc1ccccc1Br)Cc1ccccc1	-5.5	6.0	i	-1.3	1.1	-1.8	-9.4	-1.7	18.1	-1.3

Main list, previewed entries included:
SMILES	HSF1 inh	HSF-1 act	PolyA inhibitor	HSP90 refold inh	HDAC3 inhib	Platelet DG rel	DYRK1A inh	GSK3A inh	AI-2 QS mod	GSK3beta inhib
Cn1cccc1C(=O)C(=O)Nc1ccccc1C(F)(F)F	31.8	u	i	-0.7	3.0	-5.8	-0.2	2.1	0.1	2.1
CN(CCCOc1ccccc1Br)Cc1ccccc1	-5.5	6.0	i	-1.3	1.1	-1.8	-9.4	-1.7	18.1	-1.3
O=C(O)c1ccc2c(c1)C(=O)N(c1cccc3ccccc13)C2=O	-1.5	-4.4	i	-5.3	0.4	1.6	1.7	-1.6	11.1	2.5
O=C(COc1ccccc1)Nc1ccc(Cl)cc1Cl	16.6	49.4	i	-3.6	2.1	1.2	x	-1.1	19.9	-0.5
CCn1c(SCC(=O)Nc2cc(C)on2)nc2sc3c(c2c1=O)CCCC3	-25.1	-40.9	i	2.1	1.2	-10.3	-8.6	-2.7	32.6	0.5
O=C(Nc1cccc(C(F)(F)F)c1)c1ccc2nc(-c3ccco3)c(-c3ccco3)nc2c1	-0.4	12.4	i	5.3	1.5	-3.3	-1.1	0.5	13.5	-4.2
O=C1CCCc2c1nc(-c1ccccc1)n2O	-8.2	-21.4	i	-1.0	1.5	6.8	-3.4	1.8	13.4	3.9
O=C(O)c1ccc(NCc2nc3ccccc3n2CCOc2ccccc2Cl)cc1	1.9	18.3	i	-4.2	4.3	-13.0	-1.0	-1.3	12.9	2.4
Cc1ccccc1Oc1cc(NC(=O)CCCn2nc(C)c([N+](=O)[O-])c2C)cc([N+](=O)[O-])c1	9.5	29.3	i	-2.1	16.2	0.2	4.5	-0.3	-6.4	0.3
O=C(COc1cccc(C(F)(F)F)c1)N1CCN(c2ccc(O)cc2)CC1	4.5	21.4	i	-7.6	9.2	0.2	x	-0.4	13.4	0.3
O=C1[C@H]2[C@@H](c3ccc(Cl)cc3)N3C(=O)N(c4cccc(Cl)c4)C(=O)[C@@]3(Cc3ccccc3)[C@H]2C(=O)N1C1CCCCC1	-30.4	-46.5	i	x	2.9	-4.8	3.3	-1.1	13.2	-0.9
O=c1[nH]n(-c2ccc(F)cc2)c2ncccc12	-4.7	-20.4	i	-3.0	-1.1	13.0	1.0	-0.2	30.4	-1.2
COc1ccccc1Nc1n[nH]c(=S)s1	2.8	-7.7	i	-1.0	x	19.1	x	x	2.2	-0.1
COc1cc(C=O)c(Br)cc1OCc1ccc(C)cc1	13.7	19.4	i	-4.5	0.4	4.6	x	-0.2	14.4	1.4
C/C(Cl)=C\Cn1c(N2CCCC2)nc2c1c(=O)n(C)c(=O)n2C	7.0	9.7	i	0.2	1.7	-2.2	-3.5	2.7	13.4	0.0
N=C(N)SCc1nc2ccccn2c1Br	-10.4	2.4	i	2.0	-1.1	0.6	4.1	-2.0	10.7	-5.4
C#Cc1ccc([C@H]2C=C(C(=O)OCC=C)O[C@@H](OCc3ccc(CO)cc3)C2)cc1	-1.8	-15.3	i	x	13.8	-0.6	1.5	-6.0	2.6	2.1
O=C(COC(=O)c1ccccn1)Nc1cc(Cl)ccc1Cl	-6.8	-6.3	i	3.8	1.9	-1.4	2.7	-0.7	-5.8	2.3
Nc1nonc1C(=O)NCCNCc1ccccc1	-3.5	0.4	i	-1.0	-2.7	16.2	-1.0	x	10.0	0.1
CCN(c1ccccc1)S(=O)(=O)c1cnc[nH]1	-69.9*	-75.8	i	1.1	0.0	-0.8	6.6	1.7	23.4	-1.9
CC1CCN(S(=O)(=O)c2cccc(C(=O)NNC(=O)c3ccco3)c2)CC1	2.5	-2.5	i	2.7	2.4	-2.0	4.3	-3.4	19.5	4.4
Cc1ccc(N(CC(=O)NCc2ccc(F)cc2)S(=O)(=O)c2c(C)nn(C)c2C)cc1	-3.4	9.2	i	0.9	1.0	-5.7	-7.4	2.6	2.8	-0.1
CC1C(=O)N2CCCc3cc(S(=O)(=O)N(C)Cc4ccccc4)cc1c32 (stereo not drawn)	-1.7	-18.7	x	-5.4	-5.1	4.2	-1.4	1.6	1.1	-0.6
CCOC(=O)c1c(-c2cccc(N)c2)cn2ccccc12	7.8	20.0	i	0.3	-6.9	-1.8	-4.9	1.5	14.6	-1.8
O=C(c1ccco1)N1c2ccccc2Sc2ccccc21	-6.0	0.5	i	2.3	2.1	-3.8	-5.7	1.6	-0.1	-0.7
O=[N+]([O-])c1cc(S(=O)(=O)Nc2ccccc2)ccc1-n1nnc2ccccc21	0.1	12.6	i	-0.5	-4.2	-22.4	-0.8	-1.0	21.5	-1.0
CCOC(=O)N1CCN(S(=O)(=O)N2CCCC(C(=O)NCCCN3CC(C)CC(C)C3)C2)CC1 (stereo not drawn)	-2.9	-4.4	i	-0.2	6.0	9.4	-2.5	-0.9	12.5	3.7
Cc1ccc(-c2nc(CS(=O)(=O)CC(=O)NC3CCC(C)CC3)c(C)o2)cc1 (stereo not drawn)	21.7	35.5	i	0.1	0.2	-15.3	-1.7	0.0	7.4	4.4
CCCCCC(=O)Nc1c(-c2ccc(OC)cc2)c(=O)c2ccccc2n1C	0.2	-2.1	i	7.4	-1.0	5.2	5.2	-0.2	14.9	-2.1
COc1ccc(CCNS(=O)(=O)c2ccc3c(c2)oc(=O)n3C)cc1OC	-5.1	-6.3	i	-3.3	1.3	0.0	8.8	-1.5	20.6	-2.1
Cc1oc(C)c(C(=O)O)c1COc1ccc(C(=O)O)cc1	-14.3	1.4	i	1.4	6.0	8.7	-2.1	-1.5	24.5	0.1
O=C(Nc1ccc(O)cc1C(=O)O)c1ccc2c(c1)C(=O)N(Cc1ccco1)C2=O	3.2	0.3	i	-3.0	4.9	1.9	-1.8	0.2	3.9	-0.6
CC(=O)Nc1cccc(-c2csc(N)n2)c1	-4.7	-3.1	i	-1.5	-5.9	-1.7	-1.7	1.9	29.3	-3.5
O=C(C1=C[C@H](c2csc3ccccc23)C[C@H](OCc2ccc(CO)cc2)O1)N1CCN(Cc2ccc3c(c2)OCO3)CC1	19.0	u	i	11.8	-4.0	2.8	-1.9	0.3	7.7	-0.9
Cc1ccc(S(=O)(=O)NCCCN2CCCC2)cc1	-2.9	8.9	i	1.1	2.5	-4.2	11.8	-1.9	13.3	0.4
CC(C)(C)NC(=O)C(=O)NNC(=O)c1ccc(C(C)(C)C)cc1	-0.1	7.5	i	-0.4	-1.1	-2.1	-3.1	-1.2	16.9	1.6
Cc1cc(-c2nnc(SCC(=O)Nc3nccs3)o2)no1	-0.6	3.3	i	0.8	-6.2	11.3	3.3	0.9	10.1	-2.8
Cc1ccc(C(=O)COC(=O)C2CC(=O)N(c3nc(-c4ccccc4)cs3)C2)cc1C (stereo not drawn)	-6.5	14.2	i	-0.8	7.1	5.8	-1.3	-0.9	-0.2	1.0
Cc1cccn2c(=O)c3cc(S(=O)(=O)c4ccc(Br)cc4)c(=N)n(C4CCCCC4)c3nc12	3.0	7.1	i	0.1	2.0	-2.6	-6.1	0.9	7.7	-2.1
CC(C)C(NC(=O)c1c(F)cccc1F)C(=O)N1CCN(c2ccccc2F)CC1 (stereo not drawn)	-9.2	-10.0	i	-2.5	u	-0.1	13.9	-0.8	36.7	3.2
CCOc1ccccc1NC(=O)Cn1c(C)cc(COC)c(C#N)c1=O	-0.9	5.4	i	2.4	u	0.1	-0.8	-1.4	21.5	0.4
CCOC(=O)C1CCN(C(=O)CCNC(=O)Cn2cnc3ccccc3c2=O)CC1	1.4	13.5	i	2.8	0.5	-1.8	-2.3	-1.5	7.3	1.1
CSc1ccccc1NC(=S)NC1CCCCC1	0.9	12.8	i	0.6	2.0	10.2	x	0.3	-2.9	0.1
Cc1c(Cl)cccc1NC(=O)Nc1cc(C(C)(C)C)nn1C	-12.8	-9.2	i	0.8	1.6	-5.6	x	2.0	2.7	-1.5
COc1ccccc1N1CCN(C(C)C(=O)Nc2ccc(S(=O)(=O)N3CCOCC3)cc2)CC1 (stereo not drawn)	-6.8	-1.0	i	-1.2	-0.8	-1.3	x	-7.4	23.0	-0.5
CCC(C(=O)OCC(=O)N1C(C)CCCC1C)c1ccccc1 (stereo not drawn)	1.6	16.5	i	0.2	0.6	-0.1	-1.7	0.1	-3.4	1.8
Cn1cc(CN2CCCC(C(=O)Nc3cccc(-c4cc5ccccc5[nH]4)c3)C2)cn1 (stereo not drawn)	0.7	-1.9	i	22.7*	-2.3	-8.4	x	-0.9	27.7	-2.4
COCCN(Cc1cccs1)S(=O)(=O)c1ccc(-c2ccc(=O)[nH]n2)s1	-1.1	18.5	i	1.9	-1.9	2.2	-3.3	-0.8	8.3	0.0
COc1ccccc1NC(=O)Nc1ccncc1	1.7	-2.1	i	0.2	4.1	-4.3	-3.2	-0.8	35.1	-1.2
O=C(NCCCn1ccnc1)C(F)(F)C(F)(F)C(=O)NCCCn1ccnc1	-1.8	-4.4	i	-3.6	-1.9	0.5	2.6	-0.7	18.1	2.4
(cont.)
SMILES	HSF1 inh	HSF-1 act	PolyA inhibitor	HSP90 refold inh	HDAC3 inhib	Platelet DG rel	DYRK1A inh	GSK3A inh	AI-2 QS mod	GSK3beta inhib
CCOc1ccccc1NC(=O)Cn1[nH]c(=O)c2ccccc2c1=O	6.0	-9.0	i	2.6	-1.3	-4.9	-2.1	-10.1	37.5	0.5
Cc1csc(=O)n1CCC(=O)OCC(=O)NCc1ccc(F)cc1	0.9	8.4	i	x	-4.8	0.1	4.0	-1.0	-3.8	1.8
O=C(NCC(=O)N1CCCC(C(F)(F)F)C1)c1ccc(Br)o1 (stereo not drawn)	-4.7	-19.6	i	x	1.5	5.2	6.3	-0.8	10.0	1.0
CCOc1ccccc1N1CCN(S(=O)(=O)c2cccc3nsnc23)CC1	-0.5	8.9	i	1.2	3.7	2.7	-0.1	-0.4	4.4	1.7
O=C(C1=C[C@@H](c2ccc(C(F)(F)F)cc2)C[C@@H](OCCCCO)O1)N1CCN(Cc2ccc3c(c2)OCO3)CC1	6.8	-12.5	i	10.6	10.4	-1.4	11.9	1.3	7.0	-1.9
COCCn1cnc2c1c(=O)n(CC(=O)NN)c(=O)n2Cc1ccccc1	-10.3	-9.1	i	-2.3	3.4	6.0	3.3	-0.4	7.0	1.1
OC(CN1CCOCC1)Cn1c(-c2cccc(Cl)c2)nc2ccccc21 (stereo not drawn)	10.3	-1.5	i	1.5	-5.1	7.4	-0.5	-1.2	9.3	-3.9
